# Screening results: PubChem, several laboratories
# T cell HTS: T cell immune modulation candidate. 2C CD8+ T cell-vesicle binding, flow cytometry; active compounds read low. calls only at 7 µM. 0.068% of 330,000 active;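 active = response, share of CD8 T cells binding vesicles, and their 90th percentile fluorescence all below set limits, cut at about 80% in these data, passing the limit was not always enough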
#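 incubation = binding step 1.5 h, 37 °C, antibody labelling 20 min, ice | test system = 2C mouse CD8+ T cells | read-out basis = percent CD8+ FL2 mean versus row control | controls = Peptide-free naked vesicles (low) and QL9 vesicles with 0.7% DMSO vehicle (high) | detection = flow cytometry of vesicle-bound cells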
# WT yeast gro inh: growth inhibition of WT yeast, mitochondrial fusion screen | mitochondrial fusion phenotypic screen, WT strain | inhibition, % at 10 µM | 2.1% of 190,000 active | AID 1362; in the data active = inhibition above about 58%; tested in S. cerevisiae
# Myeloid diff 2: promotes myeloid progenitor differentiation; 1% of 360,000 active; calls only at 10 µM; ER-HoxA9 myeloid progenitors, lysozyme-GFP differentiation, flow cytometry;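 active = normalized GFP-positive differentiation at or above the plate's own cutoff, the solvent-only control mean plus 3 SD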;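 note: cells exposed to compound for four days before flow analysis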
# MT stabilize HCS: microtubule stabilizers in HeLa cells; HeLa tubulin immunostaining HCS, 24 h; share of cells brighter than vehicle mean+2SD; % tubulin-high responders, % at 10 µM; 0.83% of 200,000 active;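 active = plate Z-score above 3 for both tubulin-high and condensed-nucleus cell shares, with cell loss under 80%, at 10 µM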;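 note: anti alpha tubulin signal scored within the nucleus-defined area of each cell; some results filed as inactive read as strong as hits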
# West Nile antiviral: inhibition of WNV-induced cytopathic effect – cell-based, CPE readout (AID 1621) | 0.02% of 290,000 active | West Nile virus-infected cells, CPE inhibition; higher % means a stronger effect | CPE inhibition, % at 10 µM, or IC50 in µM where a hit was titrated; in the data active = a potency from the dose series; note: strong numbers were not always called active
# Lipid droplet: modulators of hepatic lipid droplet formation; AML12 mouse hepatocytes, oleate lipid droplets, BODIPY imaging; inhibition, % at 6.5 µM; 0.4% of 240,000 active; AID 1656;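 active = lipid droplet intensity inhibited by at least 50%, with more than 500 cells counted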
#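 Assay system: AML12 mouse liver cells | Compound: 6.5 µM single-point dosing | Schedule: Overnight exposure | Technique: Fluorescence imaging, 20x objective, two fields per well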
# bCat nuc transl: beta-catenin nuclear translocation modulation; nuclear translocation activity, % at 5 µM; 0.3% of 190,000 active; AID 1665; HeLa beta-catenin nuclear translocation, immunofluorescence imaging;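 active = nuclear translocation activity above 50% at 5 µM, with a well cell count of 50 or more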;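 note: per-cell ratio of nuclear to cytoplasmic median beta-catenin stain intensity; plate controls were DMSO negative control for no effect and GSK-3 inhibitor IX positive control for full effect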
#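 System: Human HeLa cells, endogenous beta-catenin | Compound dosing: 5 µM primary, 0.02–20 µM confirmation | Timing: 24 h compound exposure at 37°C, 5% CO2 | Measured by: Fluorescence imaging of beta-catenin antibody stain plus DAPI | Read-out basis: % activation of per-cell nuclear versus cytoplasmic median beta-catenin signal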
# Autophagy mod: modulators of autophagy | calls only at 10 µM (by protocol) | 0.98% of 190,000 active | MEF GFP-LC3 puncta imaging; test concentration mostly 10 µM;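 active = percentage of spot-positive cells more than 3 SD above its plate mean, without a fluorescence outlier flag or 80% toxicity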;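 note: spot-positive cell cutoff set from DMSO-treated cells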
# Insulin prom up: MIN6 insulin promoter up-regulation | MIN6 insulin promoter-GFP reporter, high-content imaging; active compounds read high | z-score at 5 µM | 0.3% of 190,000 active | AID 1625;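 active = z-score above 3 at 5 µM with at least 500 cells counted in the well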
# WT yeast gro inh mutant strain: recorded beside WT yeast gro inh, whose call it bears; inhibition, %; mitochondrial fusion phenotypic screen, mutant strain inhibition
# Insulin prom up cell count: also measured in Insulin prom up; calls as there; cell count; measured here: cytotoxicity, nuclei count;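 total cells summed across four imaged fields per well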
# Lipid droplet cells 6.5 µM: further read-out of Lipid droplet, marked with its call; cell count; measured here: cell count, cytotoxicity flag;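 cells counted across two imaged fields per well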
# bCat nuc transl cell count 5 µM: second read-out of bCat nuc transl, no call of its own (marks repeat the call); cell count; measured here: cell count, cytotoxicity flag
# T cell HTS vesicle-bound %: also measured in T cell HTS; calls as there; double positive events, %; measured here: CD8+ vesicle-bound cell fraction;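 binding gate set so that unloaded-vesicle control wells show 10% double positive cells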
# MT stabilize HCS Hoechst-high %: second read-out of MT stabilize HCS, no call of its own (marks repeat the call); % Hoechst-high responders; measured here: nuclear condensation Hoechst responders;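 share of cells brighter than vehicle mean plus two SD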
# MT stabilize HCS cytotoxicity %: also measured in MT stabilize HCS; calls as there; toxicity, %; measured here: cytotoxicity by cell density;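 0% = mean cell density of plate MIN control wells and 100% = no cells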
# Autophagy mod cell loss 18 h: second read-out of Autophagy mod, no call of its own (marks repeat the call); toxicity, %; measured here: cell loss, nuclei count;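 cell loss after 18 h compound exposure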
# Myeloid diff 2 GFP+ MAC1+ %: second read-out of Myeloid diff 2, no call of its own (marks repeat the call); GFP+ MAC1+ double positive, %; measured here: differentiation confirmed by MAC1 staining
# An asterisk follows results filed as active; i = inactive; . = no result given; + = active, no number; & = joins results of further samples.
# Values run as follows: T cell HTS	T cell HTS vesicle-bound %	WT yeast gro inh	WT yeast gro inh mutant strain	Myeloid diff 2	Myeloid diff 2 GFP+ MAC1+ %	MT stabilize HCS	MT stabilize HCS Hoechst-high %	MT stabilize HCS cytotoxicity %	West Nile antiviral	Lipid droplet	Lipid droplet cells 6.5 µM	bCat nuc transl	bCat nuc transl cell count 5 µM	Autophagy mod	Autophagy mod cell loss 18 h	Insulin prom up	Insulin prom up cell count
(1) N=c1c(C(=O)NC2CCCCC2)cc2c(=O)n3ccccc3nc2n1Cc1ccc(F)cc1
    i	53.1	.	.	i	0.7	.	.	.	-0.2%	-70.3	671	.	.	.	.	.	.
(2) CC1CN(S(=O)(=O)Cc2ccccc2)CC(C)O1 (stereo unspecified)
    i	63.4	14.2	1.4	i	6.0	3.1	3.3	8.6	.	.	.	1.8	1141	i	0.2	.	.
(3) Cc1nonc1NC(=O)c1oc2ccccc2c1C
    i	44.0	.	.	i	5.1	.	.	.	0.4%	1.6	718	.	.	.	.	.	.
(4) O=C(NCc1ccccc1)NC1(C(=O)N2CCN3CCCC3C2)CCCCC1 (stereo unspecified)
    i	4.1	-10.3	-16.3	i	0.7	17.1	3.0	69.8	1.1%	-24.4	736	3.9	938	i	5.0	.	.
(5) CCC(NC(=O)c1ccccc1NC(=O)C(C)(C)C)C(=O)N1CCCC1 (stereo unspecified)
    i	26.8	.	.	i	1.0	.	.	.	-0.2%	10.2	622	.	.	.	.	.	.
(6) Cc1cccc(NCc2ccccc2)c1
    i	56.9	.	.	i	0.3	.	.	.	0.4%	0.3	713	-0.3	1392	.	.	0.1	1006
(7) CNC(=S)Nc1cc(S(=O)(=O)Nc2cc(Cl)ccc2Cl)ccc1N1CCCC1
    i	8.5	.	.	i	1.2	.	.	.	0.1%	6.7	659	.	.	.	.	.	.
(8) Cc1ccnc2nc(C(=O)N3CCN(c4ccc(F)cc4)CC3)nn12
    i	31.8	-2.7	3.5	i	1.6	1.9	1.9	5.5	0.2%	23.5	786	.	.	i	33.4	-0.93	1125
(9) COc1ccc(C(CNC(=O)COc2ccccc2C)N2CCCC2)cc1 (stereo unspecified)
    i	51.7	.	.	i	2.4	.	.	.	-0.4%	-9.6	808	.	.	.	.	.	.
(10) Nc1cc(-c2ccc(Br)cc2)nn1Cc1ccccc1
    .	.	-7.0	19.0	i	0.3	2.4	2.0	5.2	-1.8%	3.0	739	0.8	1055	i	-14.0	-0.53	1363
(11) O=C(O)CC1S/C(=N/N=C/C=C/c2ccccc2)NC1=O (stereo unspecified)
    i	47.8&54.6	-5.0&-9.6	0.5&-9.5	i	0.3&0.1	3.4&3.8	1.2&1.9	8.2&5.8	0.9%&-0.2%	-2.3&4.8	705&642	-0.8&-0.4	985&1033	i	3.9&5.3	-0.09&0.71	1412&1600
(12) Cc1cc(-c2ccccc2)nn1-c1nc2c(c(=O)[nH]c(=O)n2C)n1C
    i	26.2	-8.9	0.6	i	0.9	3.6	1.9	2.9	.	-0.3	816	-1.0	1132	i	3.2	0.6	1414
(13) O=C(O)c1ccc(Sc2nnc3ccccn23)c([N+](=O)[O-])c1
    i	29.6	.	.	i	0.3	.	.	.	0.4%	25.4	757	-0.1	1335	.	.	1.28	1027
(14) COCCn1c(=NC(=O)c2ccco2)sc2cc(C(=O)OC)ccc21
    i	22.7	11.5	-7.2	i	0.5	4.0	1.7	4.2	-0.6%	-0.2	649	1.2	1071	i	12.7	0.1	1431
(15) Cc1ccc2nc(-c3ccc(N4C(=NC(=O)CCC(=O)O)SC5CS(=O)(=O)CC54)cc3)sc2c1 (stereo unspecified)
    i	32.6	-10.0	-4.8	i	1.1	8.2	1.9	13.4	-0.6%	0.4	600	1.0	1054	i	0.2	1.42	1422
(16) COc1ccc(-n2cc(CN3CCCC3)c(-c3cccc(F)c3)n2)cc1
    i	57.8	25.0	6.1	i	0.6	3.5	3.2	4.8	-1.2%	-7.9	717	-0.3	982	i	-19.2	-0.93	1481
(17) Cc1ccccc1NC(=O)NC1(C(=O)N2CCCC2)CCCCC1
    i	30.1	-9.6	7.7	i	0.6	1.3	2.4	4.4	0.1%	-12.8	711	-0.9	1083	i	1.1	-1.01	1500
(18) CS(=O)(=O)N(C(=O)NC(=O)NC12CC3CC(CC(C3)C1)C2)C1CCCCC1
    i	30.1	17.3	-0.6	i	0.2	1.8	1.7	3.2	-0.3%	-9.9	759	-0.7	1022	i	17.3	0.45	1409
(19) CCCCS(=O)(=O)Nc1ccc2cn[nH]c2c1
    i	43.1	-0.3	3.8	i	0.9	4.1	1.4	6.4	-0.5%	0.9	640	2.1	963	i	-0.9	1.33	1532
(20) Cn1nc(C(=O)NC2CCCCCC2)ccc1=O
    i	49.3	-10.6	7.4	i	2.1	3.1	2.1	0.5	-0.7%	8.5	711	2.2	1196	i	-2.1	0.33	1323
(21) CC(NS(=O)(=O)c1ccc(OCC(=O)N2CCCC2)cc1)c1ccccc1 (stereo unspecified)
    i	21.7	.	.	i	0.9	.	.	.	-0.8%	-2.2	831	.	.	.	.	.	.
(22) CCOC(=O)C1=C(CN2CCc3ccccc32)NC(=O)NC1c1cc(C)ccc1C (stereo unspecified)
    i	13.5	.	.	i	0.5	4.1	1.1	4.3	1.1%	.	.	.	.	i	16.4	.	.
(23) COc1cc(/C=C2\SC(=S)N(Nc3ncc(C(F)(F)F)cc3Cl)C2=O)ccc1O
    i	67.5	83.2*	62.9*	i	0.0	7.5	2.2	5.2	-0.6%	-8.2	783	.	.	i	6.0	-0.21	977
(24) O=C(Nc1ccc(NC(=O)C2CCCCC2)cn1)c1ccco1
    i	21.7	-0.3	9.1	i	1.1	4.1	2.3	5.0	0.8%	.	.	0.5	1157	i	-4.5	0.68	1239
(25) Cn1nc2c(c1C(=O)N1CCCC(C(=O)c3cc(F)ccc3F)C1)CCCC2 (stereo unspecified)
    i	56.4	7.5	0.0	i	0.0	2.7	2.4	6.9	-1.2%	-4.0	692	0.7	1112	i	-14.3	-0.5	1324
(26) COc1ccc(C(=O)COc2ccc3ccc(=O)oc3c2)c(OC)c1
    i	23.6	.	.	i	5.6	.	.	.	-0.5%	7.1	649	.	.	.	.	.	.
(27) C/C(=N\NC(=O)c1cccnc1)c1nnn(-c2nonc2N)c1C
    i	40.8	-7.1	-14.2	i	0.5	5.0	2.0	7.7	0.6%	38.2	675	-1.9	975	i	-10.6	-0.71	1125
(28) O=C(N/N=C(\CC(=O)c1cccs1)C(F)(F)F)c1cccnc1
    i	40.0	.	.	i	0.6	.	.	.	-0.2%	1.3	669	0.2	1001	.	.	-0.13	1360
(29) O=C(CCc1ccc(Oc2cc([N+](=O)[O-])cc([N+](=O)[O-])c2)cc1)Nc1cccc(Cl)c1
    i	49.3	27.5	8.3	i	0.5	3.4	2.0	9.1	0.7%	0.5	544	2.0	1090	i	21.5	.	.
(30) COc1ccc(CCNC(=O)CCCCCN2C(=O)[C@@H]3Cc4ccccc4CN3C2=O)cc1OC
    i	22.4	.	.	i	3.4	.	.	.	-0.3%	-0.8	724	.	.	.	.	.	.
(31) O=C(Nc1cccn(Cc2c(Cl)cccc2Cl)c1=O)C1CC1
    i	44.9	12.2	21.5	i	0.1	3.7	3.6	5.0	-0.8%	-5.9	704	0.8	1097	i	-9.2	-0.73	1330
(32) COc1ccc(C)cc1NC(=O)c1nnn(Cc2cccc(C(F)(F)F)c2)c1N
    i	58.5	2.2	-4.5	+	0.4*	2.7	2.5	5.9	-0.1%	20.7	768	1.1	980	i	4.8	.	.
(33) O=C(Cn1cccc1C(=O)c1ccccc1)NCCc1ccc(Cl)cc1
    i	13.3	.	.	i	5.7	.	.	.	0.2%	-8.3	664	.	.	.	.	.	.
(34) O=C(NCC1CCCO1)c1onc(CSc2ccccc2F)c1C(=O)O (stereo unspecified)
    .	.	-7.6	-15.4	i	2.3	2.4	1.3	2.4	0.0%	.	.	-1.4	1229	i	0.5	0.83	1506
(35) COc1cnc(-c2ccccc2)nc1Oc1ccc(Cl)cc1C
    i	7.2	-6.2	-2.4	i	0.7	9.1	2.4	7.4	-1.4%	-81.4	700	-2.2	1073	i	1.1	1.72	1062
(36) Cc1cc(=O)oc2cc(OCC(=O)OCC(=O)NCCc3ccccc3)ccc12
    i	33.5	-4.3	-6.8	i	0.1	2.4	2.4	1.3	0.6%	29.3	739	0.8	1047	i	10.2	-0.12	1344
(37) COc1cc(/C=c2\s/c(=C(/C#N)C(=O)N3CCCC3)n(-c3ccccc3)c2=O)ccc1O
    i	57.9	5.4	4.4	i	1.0	4.5	1.9	10.1	0.5%	.	.	10.8	1163	i	19.9	0.43	985
(38) O=C1CC(N2CCN(c3ccccc3)CC2)C(=O)N1c1cccc(Br)c1 (stereo unspecified)
    i	63.1	.	.	i	0.4	.	.	.	0.0%	-13.9	833	.	.	.	.	.	.
(39) COc1ccc(N=C2SC(CC(=O)Nc3ccccc3)C(=O)N2Cc2ccco2)cc1 (stereo unspecified)
    i	3.5	17.8	1.3	i	0.7	4.4	2.8	8.4	-0.6%	18.5	602	4.0	1099	i	7.5	-1.05	1497
(40) O=C1c2cc(S(=O)(=O)NCCCO)ccc2-c2ccc(S(=O)(=O)NCCCO)cc21
    i	37.8	-6.0	1.9	i	0.7	2.0	1.2	4.4	1.1%	-5.2	774	-2.2	1133	i	-12.9	-0.64	870
(41) O=C(NCc1cccnc1)NC(=O)c1ccc(Cl)cc1
    i	54.5	.	.	i	2.8	.	.	.	-0.3%	10.8	886	.	.	.	.	.	.
(42) Nc1ccc(-c2nc3cc(N)ccc3o2)cc1
    i	39.8	.	.	i	0.7	.	.	.	0.5%	-6.0	828	.	.	.	.	.	.
